Assay outcomes from PubChem.
NPY2 pot ag – human NPY-Y2 potentiation or agonism, primary screen; cells expressing NPY-Y2, potentiator/agonist read-out; P49146; activation, % at 3.6 µM; actives 0.45% (n = 220,000); in the data active means activation above about 27%;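 further: cells stimulated with NPY near EC25 plus isoproterenol at EC100; 0% = vehicle plus submaximal agonist and 100% = vehicle plus saturating agonist; some results beyond the cut were filed as inactive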
S1P4 agonist – agonists of human S1P4 receptor. actives 0.35% (n = 220,000). AID 1509. S1P4-expressing cell line, agonist reporter assay. activation, % at 4.98 µM. O95977; in the data active means activation above about 11%;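 further: 0% = DMSO vehicle and 100% = reference agonist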
Target sequence (O95977 whole entry, looked up): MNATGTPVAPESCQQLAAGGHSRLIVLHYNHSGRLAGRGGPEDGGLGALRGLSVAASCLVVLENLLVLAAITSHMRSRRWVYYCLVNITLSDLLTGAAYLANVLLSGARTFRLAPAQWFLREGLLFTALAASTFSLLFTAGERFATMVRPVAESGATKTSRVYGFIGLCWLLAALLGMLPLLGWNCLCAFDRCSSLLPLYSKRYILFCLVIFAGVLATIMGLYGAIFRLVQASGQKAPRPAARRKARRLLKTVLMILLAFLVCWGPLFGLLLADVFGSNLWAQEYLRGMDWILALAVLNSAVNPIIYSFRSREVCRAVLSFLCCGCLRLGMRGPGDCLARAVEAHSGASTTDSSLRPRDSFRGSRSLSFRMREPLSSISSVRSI
NPY Y1 blocker – blocks the human neuropeptide Y Y1 receptor; HEK293-CNG Y1 cells, membrane potential fluorescence; NPY at EC95, then isoproterenol; inhibition, % at 3.6 µM; actives 1% (n = 200,000); AID 1040;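 active means inhibition above the campaign mean inhibition of all tested compounds plus 3 SD, cut at about 20% in these data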;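 further: 0% = DMSO wells given NPY plus isoproterenol and 100% = isoproterenol alone without NPY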
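Material: HEK293 cells with Y1 receptor plus CNG channel; times: compound incubation 1 h at room temperature, readout 45 min post-stimulation; signal: fluorescence, membrane potential probe; read-out basis: fluorescence ratio normalized to % inhibition between controls; benchmarks: full-block control isoproterenol-only wells, zero-block control NPY plus isoproterenol wells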
EP2 modulator – EP2 receptor (human) modulation. P43116. EP2-expressing cells, cAMP HTRF FRET, PGE2 co-stimulation. induction, % at 25 µM. actives 0.83% (n = 260,000). AID 940;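 active means compounds whose cAMP rise, as percent of the full-agonist control response, exceeds 60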;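 further: rat C6 glioma line stably carrying human EP2 under a CMV promoter; the protocol text gives 20 µM as final concentration; 100% = response of wells given 1 µM PGE2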
Target sequence (P43116 whole entry, looked up): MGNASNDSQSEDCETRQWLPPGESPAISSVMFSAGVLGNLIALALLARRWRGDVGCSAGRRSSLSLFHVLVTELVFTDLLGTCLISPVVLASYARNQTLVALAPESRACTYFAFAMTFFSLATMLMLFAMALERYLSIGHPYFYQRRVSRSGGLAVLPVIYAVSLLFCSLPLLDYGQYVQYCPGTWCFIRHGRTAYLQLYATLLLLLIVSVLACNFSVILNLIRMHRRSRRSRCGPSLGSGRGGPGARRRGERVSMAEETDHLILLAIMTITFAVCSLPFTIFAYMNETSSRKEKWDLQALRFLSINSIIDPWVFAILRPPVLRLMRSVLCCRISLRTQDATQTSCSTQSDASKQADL
EP2 antag – blocks the human prostaglandin E2 receptor EP2; P43116; C6 glioma cells expressing human EP2, cAMP TR-FRET; cells stimulated with saturating PGE2; inhibition, % at 25 µM; actives 0.52% (n = 260,000);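 active means percent inhibition above 40 after rounding to a whole number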;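 further: rat C6 glioma host cells with rolipram phosphodiesterase inhibitor present; the protocol text gives 20 µM as final concentration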
eIF4E-4G inh – eIF4E/eIF4G interaction inhibition in translation initiation. P63073+Q04637. TR-FRET eIF4E-eIF4GI(517-606) binding, 2 h. inhibition, % at 21.7 µM. actives 0.37% (n = 220,000). AID 782;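 active means inhibition above about 30%, limit read from the data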;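 further: 0% = full FRET control wells and 100% = background wells lacking eIF4GI fragment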
S1P4 antagonist – blocks the human S1P4 receptor; inhibition, % at 4.98 µM; S1P4-expressing cells, antagonist mode, reporter read-out; AID 1510; actives 0.26% (n = 220,000); O95977; in the data active means inhibition above about 29%;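 further: 0% = wells stimulated with agonist and 100% = vehicle wells without agonist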
p97 ATPase inh – human p97 ATPase inhibition; inhibition, % at 8 µM; actives 0.42% (n = 220,000); AID 1481; P55072; recombinant p97 ATPase, Kinase-Glo ATP luminescence, 3 h; in the data active means inhibition above about 15%;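 further: 0% = DMSO vehicle and 100% = wells lacking enzyme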
NPY-Y1 PAM-ag – human NPY-Y1 potentiation or agonism, primary screen; actives 0.37% (n = 220,000); AID 1304; P25929; activation, % at 3.6 µM; NPY-Y1 expressing cells, potentiator/agonist activation; in the data active means activation above about 33%, passing the limit was not always enough;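 further: cells stimulated with NPY at EC10 then isoproterenol at EC100; 0% = low agonist plus stimulus and 100% = saturating agonist plus stimulus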
* hit, by the source's call; · = no result given; & = joins results of further samples; [ ] = dose if it differs, or a comment. Some of the compounds tested; rates above refer to the full screens.

SMILES	NPY2 pot ag	S1P4 agonist	NPY Y1 blocker	EP2 modulator	EP2 antag	eIF4E-4G inh	S1P4 antagonist	p97 ATPase inh	NPY-Y1 PAM-ag
Cc1c(N=C2SC(CC(=O)Nc3ccccc3)C(=O)N2CCN2CCOCC2)c(=O)n(-c2ccccc2)n1C (stereo unspecified)	-3.2	1.2	9.0	1.9	4.4	1.7	-7.6	-1.7	8.9
Cc1ccc(-n2cc(-c3ccccc3)c3c(NN4CCOCC4)ncnc32)cc1	6.5	1.2	1.6	2.8	8.1	-3.1	-35.7	-0.2	-5.9
NC(=O)COC(=O)C12CC3CC(CC(O)(C3)C1)C2	-6.7	-1.2	-9.0	5.9	4.8	1.8	-5.7	-2.0	-5.5
CCCCN(CCCC)CCNC(=O)CNC(=O)c1cccs1	4.3	-2.7	2.2	-16.8	8.4	-6.0	-20.3	3.4	12.9
COc1ccc(COc2ccccc2C(=O)NCc2ccccc2)cc1F	-4.0	0.8	0.9	5.2	-3.1	-0.1	-21.3	1.2	-15.2
Cc1ccc(SCCC(=O)N/N=C/c2cccnc2)cc1	-16.9	3.3	5.2	-72.7	10.3	-0.3	-4.8	3.0	-2.3
O=C(O)CCCC(=O)Nc1ccccc1Oc1ccccc1	-5.3	1.1	·	-11.7	13.6	-4.7	-2.3	10.6	-1.6
O=c1cc(-c2ccccc2Cl)c2c([nH]1)CCC2	15.9	-0.2	0.8	18.7	11.9	5.6	7.5	3.5	-0.2
COc1ccc(OCc2nnc(SC3CCOC3=O)n2-c2ccccc2)cc1 (stereo unspecified)	-11.5	0.8	0.0	15.2	2.3	1.5	-238.9	-4.3	-2.5
ClCc1nnc(-c2cc3c(s2)CCCC3)o1	15.5	-1.1	-2.6	1.3	7.0	5.4	7.0	-0.9	5.5
Cn1c(COc2cccc3cccnc23)nnc1SCC(=O)O	-0.8	-0.9	-2.5	36.1	6.3	3.4	10.5	-2.7	2.2
Cc1nc(-c2ccccc2)sc1C(=O)/C=C/c1ccccc1	-25.7	-4.0	21.8*	40.7	·	-4.4[fluorescence artefact?]	20.8	-5.0	-49.1
O=C1c2ccccc2C(=O)N1CCSc1ccccc1	-5.8	0.0	-2.0	19.5	10.2	-10.9	0.9	4.2	13.5
COc1nc(-c2ccccc2)ccc1-c1noc(C)n1	-6.4	0.4	2.8	-13.9	4.5	-0.7	17.6	-5.3	-5.9
COc1ccc(-c2cnnn2-c2ccc(N)cc2)cc1OC	-2.6	-0.3	2.1	-7.8	5.8	9.5	-14.7	0.1	-10.9

Grouped by structure: the entries above containing a halogen (3)
SMILES	NPY2 pot ag	S1P4 agonist	NPY Y1 blocker	EP2 modulator	EP2 antag	eIF4E-4G inh	S1P4 antagonist	p97 ATPase inh	NPY-Y1 PAM-ag
COc1ccc(COc2ccccc2C(=O)NCc2ccccc2)cc1F	-4.0	0.8	0.9	5.2	-3.1	-0.1	-21.3	1.2	-15.2
O=c1cc(-c2ccccc2Cl)c2c([nH]1)CCC2	15.9	-0.2	0.8	18.7	11.9	5.6	7.5	3.5	-0.2
ClCc1nnc(-c2cc3c(s2)CCCC3)o1	15.5	-1.1	-2.6	1.3	7.0	5.4	7.0	-0.9	5.5

Further results:
SMILES	NPY2 pot ag	S1P4 agonist	NPY Y1 blocker	EP2 modulator	EP2 antag	eIF4E-4G inh	S1P4 antagonist	p97 ATPase inh	NPY-Y1 PAM-ag
Cc1cc(=O)[nH]c(SCC(=O)NC2CCCc3ccccc32)n1 (stereo unspecified)	6.3	0.2	·	-21.3	12.1	4.4	3.2	0.5	-0.9
CCCCCOc1ccc(NC(=O)C2OC3OC(C)(C)OC3C3OC(C)(C)OC23)cc1 (stereo unspecified)	0.9	0.2	4.2	-4.7	4.5	2.0[fluorescence artefact?]	-17.0	3.9	4.6
COC(=O)c1ccc(-n2ccnc2)cc1	-7.3	1.6	5.0	6.9	8.1	3.2	-3.1	3.5	-2.0
Cc1n[nH]c(=S)n1/N=C/c1ccccc1OCc1ccc(Cl)cc1	-20.7	-0.2	28.0*	45.0	6.3	-1.6	7.0	3.7	-38.8
CSC(=NNC(=O)c1ccccc1O)SC	-7.9	-2.5	-0.8	6.6	14.8	-11.3	-13.0	-0.1	-20.6
Cc1nn(-c2ccccc2)c(N)c1C1(O)C(=O)N(C(C)C)c2ccccc21 (stereo unspecified)	3.9	0.1	-1.2	24.9	6.2	0.4	-13.3	4.2	-2.0
Cc1n[nH]c(=O)nc1NCc1ccccc1Cl	-4.9	-0.4	-7.0	-10.1	9.8	0.9	-1.3	1.7	15.1
Cc1ccccc1Nc1nc(CSc2nnc(-c3ccoc3C)n2C)cs1	16.5	0.6	2.1	-19.2	1.0	3.5	14.8	6.2	5.9
O=C(c1cccs1)N1N=C(c2ccccc2)CC1c1ccc(O)cc1 (stereo unspecified)	4.8	2.3	3.7	73.5*	14.1	1.0	-48.1	1.6	-4.7
CCOC(=O)c1c(NC(=O)CSc2nnnn2C)sc(C)c1C	-16.5	-2.4	0.0	23.7	7.5	3.9	3.4	-7.4	-23.7
Cc1ccc2nc(SCc3nnc(-c4ccccc4Br)o3)[nH]c2c1	-12.2	-0.2	2.9	-32.6	18.5	1.6	-18.5	1.5	1.5
Cn1c(CN2CCN(C(=O)c3ccccc3)CC2)nc2cc([N+](=O)[O-])ccc21	-5.0	1.2	-0.7	25.7	10.0	-3.8	-20.4	3.0	-17.5
CCN1C(C#N)=C(C#N)N=C(C)CC1(C)C	9.6	-0.2	-5.5	28.1	5.9	0.2	-2.8	2.7	23.9
CC1CCc2nn(CC(=O)NCCC3=CCCCC3)cc2C1 (stereo unspecified)	-8.5	-0.2	9.7	-17.1	4.2	0.8	1.1	-2.0	-23.9
CCN(CC(=O)NCCc1ccc(F)cc1)Cc1nc2ccccc2c(=O)[nH]1	-13.5	-0.5	·	18.5	3.7	-7.7	-6.1	1.4	1.5
COc1ccccc1NC=C1C(=O)OC(C)(C)OC1=O	-1.7	-1.1	2.3	6.4	3.6	-1.5	-7.6	-5.2	12.6
CCOC(=O)c1c(NC(=O)CN2CCOCC2)sc2c1CCCC2=O	5.6	-0.7	-2.4	2.1	3.0	-1.2	-13.9	-3.0	5.0
CCOc1cccc(C2C(C#N)=C(N)Oc3cc(C)oc(=O)c32)c1OCC (stereo unspecified)	3.1	-1.3	-5.2	26.0	-3.6	6.2	3.7	2.0	11.6
O=C(CCn1nc(-c2ccccc2)c2ccccc2c1=O)Nc1cccnc1	7.0	1.0	-3.9	18.3	15.7	-0.5	-15.4	7.1	12.1
CCc1ccccc1NC(=O)COc1ccc2c(=O)c(Oc3cc(C)ccc3C)coc2c1	-16.6	0.7	0.3	36.3	7.4	7.9	-11.9	-2.5	-7.9
O=C(Nc1ccn(Cc2c(F)c(F)cc(F)c2F)n1)c1cccc(Cn2cc([N+](=O)[O-])cn2)c1	18.1	2.6	-2.6	32.7	4.1	-0.7	-17.0	2.9	6.8
Nc1nc(SCC(=O)Nc2ccc(Cl)cn2)n[nH]1	15.4	1.0	-1.9	-13.3	1.8	1.0	-15.4	7.1	15.2
CC(=O)N(Cc1cccs1)C1CCOC(C)(C)C1 (stereo unspecified)	-1.1	-0.6	-1.2	3.1	11.1	-0.2[fluorescence artefact?]	-25.5	2.6	-21.3
COc1ccc(-n2nc([N+](=O)[O-])c(=NCCc3ccccc3)n2O)cc1	6.9	0.6	2.2	-19.1	9.2	18.7	-15.4	3.6	-5.6
Cc1ccn2c(C(=O)NN=C3CCN(C)CC3)c(C)nc2c1	1.7	2.5	3.0	2.7	3.6	0.8	4.2	3.7	-5.9
Fc1ccc(Nc2nc(-c3ccncc3)cs2)cc1	20.6	0.7	-17.6	-15.4&-29.8	13.3&9.8	-2.1	1.4	2.0	35.3
Cc1ccc(C)c(OCC(=O)N/N=C/c2c(C)nn(-c3ccccc3)c2Cl)c1C	2.7	1.9	7.9	6.0	1.9	1.1	-14.7	0.1	15.2
O=C(OCCCCN1C(=O)c2ccccc2C1=O)c1n[nH]c2ccccc12	-0.5	1.4	7.3	-46.4	18.4	5.4	-6.3	-0.9	-18.4
O=C(Cn1cc([N+](=O)[O-])cn1)N1CCc2ccccc21	-2.2	1.0	1.5	13.8	7.7	2.5[fluorescence artefact?]	-2.8	1.4	19.1
Cc1ccc(C)c(NC(=S)N(Cc2ccco2)C(C)c2cccs2)c1 (stereo unspecified)	-2.6	1.8	2.5	68.0*	4.7	1.0	-0.8	1.0	9.9
NC(=O)C12CCCC(Br)(CCC1)C2	-7.8	0.8	·	-21.2	9.2	91.6*	2.7	-1.6	11.8
O=P(O)(c1ccccc1)c1ccccc1O	6.2	-1.1	0.8	17.9	·	-6.2[fluorescence artefact?]	6.2	5.6	-6.3
COc1cccc(N(C(=O)CS(=O)CC(=O)Nc2ccc(F)cc2)C(C(=O)NC2CCCCC2)c2cccs2)c1 (stereo unspecified)	-6.6	0.1	0.6	7.6	2.5	2.2	-30.0	-1.2	-6.3
CCCc1nnc(SCC(=O)N2C(C)CCCC2C)n1CCCOC (stereo unspecified)	1.0	0.7	-4.1	7.9	10.7	-3.5	-5.8	3.4	9.4
Cc1ccc(C(=O)Nc2ccccc2-c2ccccc2)cc1[N+](=O)[O-]	-18.3	-1.4	0.8	37.2	5.2	-2.3	1.3	1.5	-39.1
CCc1ccc(N(C(=O)c2snc(C(N)=O)c2N)C(C(=O)NCCC(C)C)c2c[nH]c3ccccc23)cc1 (stereo unspecified)	-16.1	-2.7	0.9	52.8	6.6	-11.3	-33.3	-5.5	4.1
CCOc1ccc2c(c1)-c1c(ssc1=S)C(C)(C)N2C	2.8	-1.9	-9.5	46.6	8.0	-5.7	-0.1	-4.1	4.2
CCCOC1(NC(=O)c2ccccc2)C(C)=CC(=O)C=C1C	-6.0	-1.9	0.5	-41.4	1.2	29.0	-8.0	-2.9	8.8
CN(C)S(=O)(=O)c1cccc(NC(=O)CSc2nncn2-c2ccccc2)c1	-5.0	-0.7	-5.4	-9.4	7.6	0.8	7.6	3.5	4.5
Nc1ccccc1SSc1ccccc1N	5.6	1.0	·	-0.8	6.9	-5.2	-6.1	1.3	3.5
CCOC(=O)C1CCCN(C(=O)CSc2ccccc2)C1 (stereo unspecified)	12.6	-0.1	2.0	28.0	5.6	17.3	-5.0	3.2	1.3
O=C(CCC(=O)N(CC(=O)NC1CCCCC1)c1ccc2c(c1)OCO2)Nc1ccccn1	5.9	-0.4	3.6	1.0	15.4	0.3	-8.3	6.1	19.1
O=C(NCC(c1cccnc1)N1CCN(c2ccc(F)cc2)CC1)OCc1ccccc1 (stereo unspecified)	-2.6	-0.7	2.6	-14.3	-0.3	-2.8[fluorescence artefact?]	2.8	-10.7	-0.5
CC(C(=O)NCc1cccnc1)N1C(=O)c2ccccc2C1=O (stereo unspecified)	2.2	1.8	-3.3	20.2	6.7	2.3[fluorescence artefact?]	2.0	2.7	-11.5
CN(C)CCOc1ccc2c(c1)Sc1ccccc1CC2=O	8.6	1.0	7.7	-13.4	10.2	-0.1	0.4	2.0	-24.5
CCOC(=O)C1=C(N)OC2=C(C(=O)CC(C)(C)C2)C1c1ccoc1 (stereo unspecified)	-4.5	0.2	-1.4	20.9	12.2	0.1	-12.1	1.0	-6.8
COc1ccc(C(=O)NCCc2nc3cc([N+](=O)[O-])ccc3n2C)cc1	-5.9	1.3	·	-13.3	6.9	0.6	9.2	9.4	21.4
